High-throughput results: PubChem BioAssay, Southern Research Specialized Biocontainment Screening Center
inhibitors of VEEV – inhibitors of VEEV TC-83 cytopathic effect, confirmation, Vero cells (AID 588727) | Vero cells, VEEV TC-83 cytopathic effect inhibition; higher % means a stronger effect | inhibition, % at 20 µM, or IC50 in µM where a hit was titrated | 350,000 tested, 0.13% active; in the data active means a potency from the dose series; inconclusive means inhibition mostly from about 14% at the one dose, without a potency; inactive means the rest, 99 in 100 with inhibition below about 12%; further: strong numbers were not always called active
Salmonella PhoP GFP – Inhibition of PhoP regulon, Salmonella typhi GFP reporter cells, confirmation, 4 h (AID 1850); Salmonella Typhi PhoP-promoter GFP reporter, fluorescence, 4 h; higher % means a stronger effect; inhibition, % at 50 µM, or IC50 in µM where a hit was titrated; 310,000 tested, 0.33% active; in the data active means a potency from the dose series; inconclusive means inhibition mostly from about 25% at the one dose, without a potency; inactive means the rest, 99 in 100 with inhibition below about 19%;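 further: 0% = induced wells with vehicle and 100% = uninduced wells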
influenza NS1A – H1N1 influenza NS1A inhibitors, functional cell based assay (AID 504329). NS1A functional cell-based assay, percent inhibition; higher % means a stronger effect. one-dose inhibition, % at 12.5 µM; IC50 in µM for titrated hits. 340,000 tested, 0.3% active; in the data active means a potency from the dose series; inconclusive means inhibition above about 27% without an active follow-up result; further: strong numbers were not always called active
M. tuberculosis – growth inhibition of non-replicating M. tuberculosis (AID 488890) | inhibition, % at 25 µM, or IC50 in µM where a hit was titrated | Mycobacterium tuberculosis non-replicating, growth inhibition; higher % means a stronger effect | 320,000 tested, 0.39% active; in the data active means a potency from the dose series; inconclusive means inhibition mostly from about 82% at the one dose, without a potency; inactive means the rest, 99 in 100 with inhibition below about 76%;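 further: plate controls were DMSO cells for no effect and high antibiotic wells for full effect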
H37Rv inhibition – M. tuberculosis growth inhibition, HTS (AID 449762) | M. tuberculosis H37Rv growth inhibition, 7H9 media; higher % means a stronger effect | inhibition, % at 25 µM, or IC50 in µM where a hit was titrated | 330,000 tested, 0.59% active; in the data active means a potency from the dose series; inconclusive means inhibition above about 70% without an active follow-up result;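 further: bacterial growth assessed after seven days of incubation; strong numbers were not always called active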
inhibitors of VEEV 10K pilot screen – further read-out of inhibitors of VEEV, marked with its call; inhibition, %; measured here: 10K pilot screen inhibition
Active calls of the source: *; i = inactive; u = inconclusive; x = no result given.

SMILES	inhibitors of VEEV	Salmonella PhoP GFP	influenza NS1A	M. tuberculosis	H37Rv inhibition	others
CCCCCCC[C@@H](C/C=C/CCC(=O)N(C)C/C(=C/Cl)C/C(=C\C(=O)N1CC(OC)=CC1=O)OC)OC	8.0%	x	-23%	-4%	2%
O=C(CN1C(=O)NC2(CCCC2)C1=O)Nc1cc(Cl)ccc1N1CCCCC1	3.1%	-4%	-9%	10%	-3%
O=C(OCc1cc([N+](=O)[O-])cc2c1OCOC2)c1cccnc1SC(F)F	1.6%	x	-6%	x	x
COc1ccccc1C(=O)NC(=O)COC(=O)c1ccc(C)o1	1.5%	2%	-13%	-1%	-5%
CC(C)CCNC(=O)Cc1ccccc1[N+](=O)[O-]	0.1%	-7%	2%	-4%	-3%
CC(C)N(C(=O)[C@H]1C[C@H](CC(=O)NCc2ccco2)C(=O)N2CCc3c([nH]c4ccc(Cl)cc34)[C@]12C)C(C)C	3.2%	x	20%	x	x
COc1cc(OC)c(C2=NOC(C(=O)N3CCN(C(=O)c4ccco4)CC3)C2)cc1Cl (centres undefined)	6.6%	-3%	6%	14%	-1%
CC(=O)NC(Cc1ccc(F)cc1)C(=O)NC1CCN(c2nnnn2-c2ccccc2)CC1 (centres undefined)	2.4%	-3%	1%	26%	-8%
Cc1ccc(N(C(=O)Cc2c[nH]c3ccccc23)C(C(=O)NC2CCCCC2)c2ccco2)cc1 (centres undefined)	i	5%	-4%	18%	-8%
COC(=O)c1c(NC(=O)CN2CCN(S(=O)(=O)c3ccccc3[N+](=O)[O-])CC2)sc2c1CCC(C)C2 (centres undefined)	i	-4%	-1%	8%	1%
CCOc1ccc(C2C(C(=O)O)c3ccccc3C(=O)N2CCN2CCOCC2)cc1 (centres undefined)	1.8%	7%	2%	-11%	-5%
Cn1c(=O)c2c(nc(CN3CCCCC3)n2CCc2ccccc2)n(C)c1=O	0.4%	-5%	2%	14%	1%
CCOC(=O)C1=c2s/c(=C\c3cccnc3)c(=O)n2C(N)=C(C(=O)OC)C1c1cccnc1 (centres undefined)	8.8%	2%	1%	-1%	-1%
Cc1nnc(SCC(=O)NCc2ccccc2)n1-c1ccccc1	1.7%	-8%	-2%	11%	-3%
CC(C)C[C@@H](CN=[N+]=[N-])N1CCN(CC(C)C)CCC1=O	0.1%	13%	6%	10%	4%
Cc1ccc(NC(=S)N(CCN(C)C)C(C)c2cccnc2)c(C)c1 (centres undefined)	0.2%	0%	-2%	8%	4%
CCN(c1cccc(C)c1)S(=O)(=O)c1nnc(NC(=O)c2ccco2)s1	1.1%	-19%	8%	27%	-5%
CC1(C)c2[nH]c3ccccc3c2C[C@@H]2C(=O)N(Cc3ccc(F)cc3)C(=O)N21	6.6%	3%	6%	35%	0%
COc1ccc(-c2sc3ccccc3c2/C=C/c2ccc(N)cc2)cc1	0.6%	x	-2%	-6%	-3%
CCN(CC)c1ccc(NC(=O)c2cncc(Br)c2)cc1	1.0%	13%	13%	48%	5%
CN(C(=O)c1ccc(NC(=O)Cc2cccc(NC(=O)C3CCCN(C(=O)c4ccccc4)C3)c2)cc1)C1CC1 (centres undefined)	0.3%	x	-5%	x	x
O=C(CNC(=O)c1ccccc1)NCCO	0.3%	4%	0%	-4%	-2%
Cc1ccc(-c2n[nH]c(=S)nc2-c2ccc(C)cc2)cc1	0.7%	-10%	-26%	-18%	4%
O=C(NCCc1ccccc1)c1ccc(Cl)c([N+](=O)[O-])c1	i	0%	-11%	24%	0%

Next part (five carried over from the part before).
SMILES	inhibitors of VEEV	Salmonella PhoP GFP	influenza NS1A	M. tuberculosis	H37Rv inhibition	others
CCN(CC)c1ccc(NC(=O)c2cncc(Br)c2)cc1	1.0%	13%	13%	48%	5%
CN(C(=O)c1ccc(NC(=O)Cc2cccc(NC(=O)C3CCCN(C(=O)c4ccccc4)C3)c2)cc1)C1CC1 (centres undefined)	0.3%	x	-5%	x	x
O=C(CNC(=O)c1ccccc1)NCCO	0.3%	4%	0%	-4%	-2%
Cc1ccc(-c2n[nH]c(=S)nc2-c2ccc(C)cc2)cc1	0.7%	-10%	-26%	-18%	4%
O=C(NCCc1ccccc1)c1ccc(Cl)c([N+](=O)[O-])c1	i	0%	-11%	24%	0%
CN(C)c1nc2c(N)ncnc2n1C1OC(CO)C(O)C1O (centres undefined)	3.1%	x	-20%	x	x
Cc1cc2c(cc1C)CSC(c1ccc(O)cc1)SC2	1.9%	6%	-7%	9%	7%
CC(=Nc1ccccc1)C1=C(O)COC1=O	0.1%	-2%	-4%	-15%	-10%
Cc1ccc(S(=O)(=O)N(C)C)cc1-n1c(SCC(=O)Nc2ccc(F)cc2Cl)nc2ccccc2c1=O	9.0%	-2%	-6%	29%	12%
COc1ccccc1N(C)S(=O)(=O)c1ccc(C(=O)Nc2nccs2)cc1	9.5%	x	0%	26%	4%
O=C(CC(c1ccccc1)c1ccccc1)Nc1ccc(O)cc1	i	-6%	22%	-16%	-5%
O=C(N/N=C/c1ccc(-c2ccc(Br)cc2)o1)c1ccc2c(c1)OCO2	2.5%	24%	-2%	75%	u
CC(NS(C)(=O)=O)C(c1cccs1)N1CCN(C)CC1 (centres undefined)	3.6%	1%	8%	-14%	-8%	inhibitors of VEEV 10K pilot screen=0.1
O=C(c1ccco1)N1CCC(c2nc3ccccc3[nH]2)CC1	1.5%	-1%	-15%	-12%	-2%
Nc1cc(Cl)ccc1Nc1ccncc1	i	4%	-4%	-8%	-4%
COc1ccc(-c2csc(NC(=S)NC(=O)c3ccco3)n2)cc1Br	i	-3%	-6%	4%	3%
Cc1ccn2cc(-c3cnoc3C)nc2c1	1.0%	2%	-2%	2%	1%
O=C(CC1NCCNC1=O)Nc1cc(Cl)cc(Cl)c1 (centres undefined)	0.2%	-2%	-9%	13%	4%
CCOC(=O)CCCC(=O)N1CCOCCOCCOCC1	i	0%	-3%	-7%	-6%
CCOC(=O)c1ccc(NC(=S)Nc2ccccn2)cc1	i	-2%	-16%	65%	u
Cc1c(C(=O)N2CCN(c3ccccn3)CC2)sc2ncnc(N3CCOCC3)c12	1.1%	0%	1%	11%	-10%
COc1ccc(N2CCN(C(C)C(=O)N3CC(C)OC(C)C3)CC2)cc1 (centres undefined)	0.5%	-2%	0%	3%	-9%
Cc1ccc(CS(=O)(=O)c2nc3c(c(N(C)C)n2)CCCC3)cc1	2.7%	-5%	-6%	11%	0%
CCc1ccc(NC(=O)N(CCN2CCOCC2)C2CCN(C(C)=O)CC2)cc1	2.2%	-6%	-2%	7%	-3%
COc1ccc(CNC(=O)CN(Cc2ccc(Cl)cc2)C(=O)c2csnn2)cc1	0.2%	-12%	-4%	-8%	6%
Cc1cc(C)cc(NC(=O)CN2CCC(NC(=O)Cc3ccccc3)CC2)c1	i	-6%	0%	6%	-10%
CN(C)C(/C=C/Nc1ccc(F)cc1F)=C(C#N)C#N	0.1%	6%	-1%	-3%	1%
C[C@H](NC(=O)c1ccc(C(C)(C)C)cc1)C(=O)N1CCN(C/C=C/c2ccccc2)CC1	0.3%	x	3%	71%	60%
COCCOC(=O)C1=C(C)N=c2s/c(=C\c3cccs3)c(=O)n2C1c1cccs1 (centres undefined)	0.3%	-7%	5%	9%	0%	inhibitors of VEEV 10K pilot screen=1.2

Arranged by number of heavy atoms (low to high): part of the list above.
SMILES	inhibitors of VEEV	Salmonella PhoP GFP	influenza NS1A	M. tuberculosis	H37Rv inhibition	others
Cc1ccc(CS(=O)(=O)c2nc3c(c(N(C)C)n2)CCCC3)cc1	2.7%	-5%	-6%	11%	0%
COc1ccc(N2CCN(C(C)C(=O)N3CC(C)OC(C)C3)CC2)cc1 (centres undefined)	0.5%	-2%	0%	3%	-9%
Cc1cc(C)cc(NC(=O)CN2CCC(NC(=O)Cc3ccccc3)CC2)c1	i	-6%	0%	6%	-10%

Next entries
SMILES	inhibitors of VEEV	Salmonella PhoP GFP	influenza NS1A	M. tuberculosis	H37Rv inhibition	others
CS(=O)(=O)c1ccc(C(=O)OCC(=O)NNC(=O)COc2ccc(Cl)cc2)cc1	2.6%	1%	-2%	-19%	-4%
Cc1cccc2[nH]c3c(N4CC=C(c5ccc(F)cc5)CC4)ncnc3c12	9.4%	-2%	x	53%	42%
O=C1NC(=O)N(Cc2ccccc2)C(=O)C1Cc1ccccc1 (centres undefined)	3.5%	x	-30%	x	x
Cc1ccc(C(=O)Nc2nc(-c3ccc([N+](=O)[O-])cc3)cs2)o1	9.2%	-13%	-7%	-12%	0%
O=C(Cn1c(CC(=O)N2CCCC2)nc2ccccc21)NCc1ccccc1	2.3%	-2%	1%	12%	-7%
COc1ccc(OC)c(NC(=O)CNC(=O)Cn2cnc3sc(C)cc3c2=O)c1	i	-10%	1%	6%	2%
CC(OC(=O)c1ccc([N+](=O)[O-])s1)C(=O)Nc1ncc(Cl)cc1Cl (centres undefined)	0.7%	-3%	-16%	u	56%
COc1ccc(C2/C(=C(/O)c3ccc4c(c3)CC(C)O4)C(=O)C(=O)N2CCCn2ccnc2)cc1 (centres undefined)	3.0%	-2%	0%	15%	-2%
Brc1ccc(-c2nc(N/N=C/c3cccnc3)c3ccccc3n2)cc1	5.9%	-6%	10%	14%	-1%
CC(=O)Nc1ccc(NS(=O)(=O)c2ccc3c(c2)n(C)c(=O)n3C)cc1	1.3%	0%	1%	-6%	2%
Cc1nn(-c2ccccc2)c(Cl)c1/C=N/Nc1ccc(S(=O)(=O)Nc2ccccc2C(=O)O)cc1[N+](=O)[O-]	i	-1%	68µM*	31%	4%
NC(=O)c1cc(Cl)ccc1OCC(=O)NC1CC1	i	x	-19%	2%	-2%
CC(=O)NC12CC3CC(C1)CC(C(=O)N(C)CC(=O)Nc1ccccc1Cl)(C3)C2	1.5%	0%	-3%	4%	-8%
COC(=O)c1cn(CC(=O)N2CCCCC2C)c2ccccc12 (centres undefined)	0.6%	-5%	10%	-1%	-7%
O=C(NNC(=O)c1cccnc1)Nc1cccc2ccccc12	i	9%	1%	-6%	-3%
Cc1ccc2[nH]c(O)c(N=Nc3ccccc3[N+](=O)[O-])c2c1	0.9%	x	2%	x	x
COc1ccc(C(=O)Nc2ccccc2C(=O)Nc2ccccc2C(=O)O)cc1	5.8%	-4%	-10%	79%	10%
COc1ccc(C(=O)C2CCCN(Cc3cccn3-c3nccs3)C2)cc1OC (centres undefined)	2.7%	9%	-13%	10%	6%
Cc1ccc(C)c(NC(=O)CSc2nccn2Cc2ccco2)c1	0.1%	1%	-19%	1%	5%
COc1ccc(/C=C2/SC(=S)N(n3c(C)ccc3C)C2=O)cc1	5.4%	9%	10%	6%	-2%
CC(C)N(Cc1ccccc1)C(=O)CN1C(=O)COc2ccc(S(=O)(=O)NC3CCCC3)cc21	3.1%	-1%	-5%	25%	-1%
Cc1cc(C(=O)Nc2ccc(F)cc2F)on1	2.3%	6%	1%	2%	-6%
COc1ccc(C(=O)N2CCN(Cc3ccccn3)CC2)cc1	0.5%	9%	-5%	-1%	6%
Cc1ccc(S(=O)(=O)CCC(=O)OC(C)c2nnc(-c3cccs3)o2)cc1 (centres undefined)	0.8%	x	-7%	66%	9%
CCc1nnc(NC(=O)c2cc3ccccc3oc2=O)s1	0.9%	2%	10%	2.8µM*	u
OCCc1c[nH]c2ccc(C(F)(F)F)cc12	i	3%	10%	-2%	2%	inhibitors of VEEV 10K pilot screen=0.2
CCC(=O)N1CCN(c2ccccc2NC(=O)c2ccc([N+](=O)[O-])o2)CC1	u	21%	9%	u	u
CC(C)(C)[C@H]1C=C(C(=O)O)O[C@@H](OCc2ccc(CO)cc2)C1	0.7%	2%	-2%	-1%	-4%
COc1ccccc1NC(=O)CCCn1c(=S)[nH]c2ccccc2c1=O	0.2%	0%	7%	-25%	1%
CCCCN(C(=O)CSc1cc(C)c2ccc(OC)cc2n1)c1c(N)n(Cc2ccccc2)c(=O)[nH]c1=O	5.8%	-16%	0%	19%	-1%
Cc1ccc2c(C(=O)CN3CCCC3)c(C)[nH]c2c1	1.3%	-6%	4%	45%	-2%
Cc1ccc(S(=O)(=O)Nc2nc(C)c(C(=O)NNS(=O)(=O)c3cc(C)ccc3C)s2)cc1	3.8%	12%	1%	8%	17%
Cc1c(C(=O)NC(=S)NCc2cccnc2)cccc1[N+](=O)[O-]	2.5%	-2%	-6%	6%	2%
Cc1cc(C)n2nc(SCC(=O)N(CCC#N)c3ccc(F)cc3)nc2n1	1.2%	x	8%	4%	-7%
Cc1ccc(NC(=O)CCC(=O)c2ccc(Cl)s2)nc1	3.8%	x	-5%	69%	18%
O=C(N/N=C/c1cccnc1)c1cc(-c2ccccc2Cl)nc2ccccc12	4.7%	-3%	-3%	28%	-8%
CCN(CC)C(=O)c1[nH]cnc1C(=O)NCC(=O)OC(C)(C)C	0.1%	-8%	17%	-11%	0%
Cc1cc(C)nc(SCSc2nc(C)cc(C)n2)n1	2.7%	x	5%	x	x
